GoLoco inh red – qHTS Assay for Inhibitors of RGS12 GoLoco Motif Activity (Red Fluorophore); Guanine nucleotide-binding protein G(i) subunit alpha-1 (Homo sapiens), P63096; hit rate 0.44% among 230,000; Gai1:RGS12 GoLoco peptide FP, rhodamine, 10 min; Potency, µM (top dose mostly 61.6 µM), for the others: at the highest dose activity, negative = inhibition, usual class: inhibitors; active = well fitted inhibition curve with a large enough effect, not every such curve was filed as active; inactive = no such curve, though single readings can be large or run the other way; also: nearly all actives have a fitted effect of over 30% in size; many of its hits are not listed in these tables
Target sequence (P63096 whole entry, looked up): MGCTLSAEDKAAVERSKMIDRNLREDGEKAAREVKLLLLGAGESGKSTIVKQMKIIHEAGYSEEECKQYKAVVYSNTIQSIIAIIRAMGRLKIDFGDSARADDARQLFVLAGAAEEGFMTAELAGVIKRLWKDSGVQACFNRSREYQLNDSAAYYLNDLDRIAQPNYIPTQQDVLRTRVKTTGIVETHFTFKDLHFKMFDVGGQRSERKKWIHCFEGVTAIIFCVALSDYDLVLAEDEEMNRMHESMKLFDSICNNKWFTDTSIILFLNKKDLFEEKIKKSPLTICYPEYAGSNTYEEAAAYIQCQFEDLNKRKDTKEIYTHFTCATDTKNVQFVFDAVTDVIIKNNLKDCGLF
TRb SRC2 PPI – qHTS for Inhibitors of the Interaction of Thyroid Hormone Receptor and Steroid Receptor Coregulator 2; TRbeta-SRC2 peptide binding, fluorescence polarization; receptor liganded with 1 µM T3; Potency, µM (top dose mostly 106 µM), for inactives: top-dose activity change, negative = inhibition, actives largely listed as inhibitors; Thyroid hormone receptor beta (Homo sapiens), P10828; hit rate 0.065% among 280,000;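 also: plate controls were bound peptide for no effect and peptide without receptor for full effect; nearly all actives have a fitted effect of over 50% in size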
Target sequence (P10828 whole entry, looked up): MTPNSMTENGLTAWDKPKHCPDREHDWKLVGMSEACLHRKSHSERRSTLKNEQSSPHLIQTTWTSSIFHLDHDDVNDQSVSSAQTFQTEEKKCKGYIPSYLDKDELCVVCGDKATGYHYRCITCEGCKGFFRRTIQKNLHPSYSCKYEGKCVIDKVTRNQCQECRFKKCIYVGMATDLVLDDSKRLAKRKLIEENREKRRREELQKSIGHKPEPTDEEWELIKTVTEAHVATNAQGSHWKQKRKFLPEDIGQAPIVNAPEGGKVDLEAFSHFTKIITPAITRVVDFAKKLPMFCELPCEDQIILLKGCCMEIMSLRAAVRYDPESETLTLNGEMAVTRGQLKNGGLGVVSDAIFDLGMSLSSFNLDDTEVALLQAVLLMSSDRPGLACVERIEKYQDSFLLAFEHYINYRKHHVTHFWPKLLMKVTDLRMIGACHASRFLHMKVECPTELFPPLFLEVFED
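Fluorescence polarization of 20 nM Texas Red SRC2 peptide (20-aa NR interaction domain) bound to 0.6 uM human TRb ligand-binding domain, with 1 uM T3, after 5 hr at ambient temperature; inhibition seen as decreased polarization.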
L3MBTL1 block – qHTS Assay for the Inhibitors of L3MBTL1; AlphaScreen L3MBTL1–H3K9me1 peptide binding; Potency, µM (titrated, usually from 57.1 µM), without a hit: at the top dose activity, negative = inhibition, usual class: inhibitors; hit rate 0.66% among 230,000; also: nearly all actives have a fitted effect of over 60% in size
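First, the protein-peptide complex forms for 30 min at room temperature (L3MBTL1 50 nM, biotinylated H3K9me1 peptide 75 nM). Next, compounds are pin-transferred and incubated 30 min. Finally, AlphaScreen beads are added and read after 30 min.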
Tau ThT inhib – qHTS for Inhibitors of Tau Fibril Formation, Thioflavin T Binding; recombinant tau K18 P301L, heparin-induced fibrillization, ThT fluorescence; Potency, µM (titrated, usually from 57.4 µM), inactives show at the highest dose activity, negative = inhibition, usual class: inhibitors; AID 1460, 2008; hit rate 2.1% among 270,000; also: nearly all actives have a fitted effect of over 55% in size
Target sequence (P10636 561-689 P618L limits assumed): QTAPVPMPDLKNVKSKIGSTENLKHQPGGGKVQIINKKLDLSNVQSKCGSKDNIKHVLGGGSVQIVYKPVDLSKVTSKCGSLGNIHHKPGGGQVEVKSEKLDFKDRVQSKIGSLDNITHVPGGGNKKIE
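Aggregation was driven by heparin (20 uM final) acting on recombinant tau […] bearing P301L in 100 mM sodium acetate pH 7; fibrils were detected with Thioflavin T.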
Tau FP inhib – qHTS for Inhibitors of Tau Fibril Formation, Fluorescence Polarization | Microtubule-associated protein tau (Homo sapiens), P10636 | K18 P301L tau heparin fibrillization, Alexa594 FP, 6 h | Potency, µM (highest dose often 57.7 µM), for inactives: top-dose activity, negative = inhibition, actives largely listed as inhibitors | hit rate 0.39% among 280,000; also: nearly all actives have a fitted effect of over 55% in size
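Heparin (20 uM) drove fibril formation of recombinant tau K18 P301L, 15 uM unlabeled with 0.24 uM Alexa 594 label, for 6 hr at 37 C in 100 mM sodium acetate pH 7. Fluorescence polarization (555/632 nm) read 1 hr after 30 uM ThT.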
TR SRC2 fluor cs – Total Fluorescence Counterscreen for Inhibitors of the Interaction of Thyroid Hormone Receptor and Steroid Receptor Coregulator 2; hit rate 0.29% among 280,000; TRb/SRC2 Texas Red total fluorescence interference; Potency, µM (doses to about 106 µM), without a hit: top-dose fluorescence change, negative = quenching; AID 1479, 2009; active = well fitted curve in either direction with a large enough effect; inconclusive = small, poorly fitted or top-dose-only effect
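Flags fluorescent or light-absorbing compounds by total fluorescence, S + 2P, at 555 nm excitation and 632 nm emission. Mixture: 20 nM Texas Red SRC2 peptide, 0.6 uM human TRb LBD, 1 uM T3, 5% DMSO; compound exposure 5 h at ambient temperature.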
RECQ1 helicase – qHTS Assay for Inhibitors of RecQ-Like Dna Helicase 1 (RECQ1); ATP-dependent DNA helicase Q1 (Homo sapiens), P46063; RECQ1 DNA unwinding, red fluorescence kinetic read; Potency, µM (highest dose often 57.3 µM), for inactives: top-dose activity, negative = inhibition, actives largely listed as inhibitors; hit rate 0.54% among 240,000; AID 2549, 2010;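 also: plate controls were vehicle for no effect and no enzyme for full effect; nearly all actives have a fitted effect of over 30% in size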
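RECQ1T1 50 nM; forked duplex (20 bp + 30-nt ss tails) 200 nM, ATP 2 mM final; pH 8.0, 2 mM MgCl2, 2.5 ug/ml poly(dI-dC); 15 min compound preincubation; discontinuous kinetic read over 2 h at RT.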
JMJD2E inh – qHTS Assay for Inhibitors of Human Jumonji Domain Containing 2E (JMJD2E); JMJD2E catalytic domain, FDH-coupled NADH fluorescence (FDH is formaldehyde dehydrogenase); Potency, µM (highest dose often 57.1 µM), for the others: at the top dose activity change, negative = inhibition, actives largely listed as inhibitors; hit rate 1.6% among 230,000; AID 2147, 2009; active = well fitted inhibition curve with a large enough effect, not every such curve was filed as active; inconclusive = small, poorly fitted or top-dose-only effect, or another doubt; inactive = no such curve, though single readings can be large or run the other way;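 also: 0% = wells with enzyme and -100% = buffer wells without enzyme; nearly all actives have a fitted effect of over 50% in size; many of its hits are not listed in these tables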
Numbers without * were called inactive; i = inactive; ? = inconclusive; · = not tested or not shown; & = joins results of further samples; ! = not active in a repeat; [ ] = dose if it differs, or a comment. Unless noted, calls follow the shape of the dose curve; as a rule, active = well fitted curve in the direction sought with a large enough effect; inconclusive = small, poorly fitted or top-dose-only effect, or another doubt; inactive = no such curve, though single readings can be large; an effect the other way counts as inactive or inconclusive. Unless noted, % is scaled to controls: 0 for no effect and ±100 for the full control effect; potency is read from the fitted curve at half-maximal effect.

SMILES	GoLoco inh red	TRb SRC2 PPI	L3MBTL1 block	Tau ThT inhib	Tau FP inhib	TR SRC2 fluor cs	RECQ1 helicase	JMJD2E inh
O=C1C2C3c4ccccc4C(Br)(c4ccccc43)C2C(=O)N1c1ccccc1O (stereo unspecified)	-1%	12%	-4%	7%	-14%	-1%	-5%	-6%
CCCCNC(=O)Nc1cc(C(=O)OC)ccc1Cl	-6%	2%	·	?	-13%	-1%	-6%	5%
O=C(Nc1ccc(S(=O)(=O)Nc2ncccn2)cc1)c1ccc(N2CCCC2=O)cc1	23%	-2%	·	?	0%	-2%	-10%	?
Cc1ccc(OCC(=O)N/N=C\c2c(C)[nH]n(-c3ccccc3)c2=O)c([N+](=O)[O-])c1	9%	-10%	-1%	?	11%	-3%	-3%	?
O=C(O)Cc1n[nH]c(=O)c2ccccc12	-1%	4%	1%	-3%	5%	-1%	-13%	-7%
COC(=O)C1=C(C)N(Cc2ccc(C)cc2)C(=O)/C1=C\c1ccc(O)c(OC)c1	-26%	-1%	-20%	14µM*	?	3%	5%	-28%
CO[C@]12C[C@@H](COC(=O)c3cncc(Br)c3)CN(C)[C@@H]1Cc1cn(C)c3cccc2c13	13µM*!	-4%&-8%	·	?	-2%&0%	0%&2%	-4%&18%	?
NC(=O)[C@H]1CC2(CC(c3cccc(NC(=O)COc4ccc(Cl)cc4)c3)=NO2)CN1C(=O)C(c1ccccc1)c1ccccc1 (stereo partly specified)	7%	11%	·	-10%	-3%	0%	i	-8%
CCOc1ccc(NC(=O)c2cc(S(=O)(=O)N3CCN(c4ccccc4F)CC3)ccc2F)cc1	·	8%	·	3%	-15%	-2%	·	·
CCOc1ccccc1-n1cnc(C#N)c1N	14%	-2%	4%[11.4 µM]	-3%	-6%	-3%	i	-5%
CC(C)(C)NCCCOc1ccc(Cl)cc1C(C)(C)C	-19%	-3%[53 µM]	-7%	7%	-6%	-1%[53 µM]	4%	7%
CCOC(=O)C(C)Sc1nc2c([nH]c3ccccc32)c(=O)n1C (stereo unspecified)	-11%	10%	24%[11.4 µM]	-11%	0%	-1%	-1%	3%
N#C/C(=C\c1ccccc1Cl)C(=O)NC(=O)Oc1ccccc1	7%	-11%	·	-9%	3%	0%	-4%	-2%
CCOc1ccccc1NC(=O)CSc1nnc(CNC(=O)COc2ccc(Cl)cc2)o1	1%	2%	-2%	-5%	-3%	-3%	6%	4%
O=C1[C@H]2[C@H]3[C@H](O)[C@H](O)C/C(=N/OC[C@@H](O)COCc4ccco4)[C@H]3CC[C@@H]2C(=O)N1Cc1ccc2c(c1)OCO2	·	6%[11.2 µM]	·	-4%[11.5 µM]	-4%[11.6 µM]	-1%[11.2 µM]	8%[11.5 µM]	·
Cc1ccc(-c2nc(CS(=O)(=O)CC(=O)NC3CCCCC3C)c(C)o2)cc1 (stereo unspecified)	-2%	-6%	·	-15%	1%	-2%	-13%	?
N#Cc1ccsc1NC(=O)c1ccc(Cl)c([N+](=O)[O-])c1	-4%	3%	24%	?	-1%	6%	-3%	-12%
Cc1ccc([N+](=O)[O-])c(C)[n+]1C	-9%	1%	?	?	-4%	-1%	-6%	18µM*
Nc1ccc(Sc2nc3ccccc3[nH]2)cc1	3%	3%	9%	-7%	2%	0%	-1%	9%
CSCC[C@H](NC(=O)C1=NN(c2c(F)c(F)cc(F)c2F)C(=O)CC1)c1nc2ccccc2[nH]1	9%	-2%	·	5%	-2%	1%	i	-2%
Cc1nn(C)cc1/C=N\NC(=O)c1ccc(Cn2cc(Cl)cn2)cc1	4%	-5%	4%	-8%	-1%	3%	-1%	5%
Cc1ccc(-c2nnc(Nc3ccc(C(=O)N(C)C)cc3)c3ccccc23)cc1S(=O)(=O)N(C)C	·	1%	·	-3%	-6%	1%	·	·
C=CCn1c(=O)c(C(=O)NCCN(CC)CC)c(O)c2ccccc21	-5%	-13%	1%	-5%	4%	-2%	-2%	?
Fc1ccccc1NC(=S)N/N=C/c1ccccc1Br	12%	-9%	·	?	-3%	-1%	-12%	-2%
CC(=O)OCCCCON1C(=O)c2ccccc2C1=O	-14%	0%	-1%	-14%	9%	-5%	-12%	1%
CCOC(=O)N1CCC(N(CCOC)C(=S)Nc2cccc(SC)c2)CC1	1%	-5%	·	-18%	5%	1%	-16%	11%
CCN1CCN(C(=O)CSc2cc(=O)n(CC)c3ccccc23)CC1	5%	0%	·	-8%	3%	-3%	-2%	-6%
CCOC(=O)c1ccc(NC(=O)CCc2c(C)n(CC)c3cc(-c4ccccc4OC)nn3c2=O)cc1	·	-2%	·	-15%	4%	0%	·	·
O=C(O)C1CCCNC1 (stereo unspecified)	7%&6%&4%	2%&4%&-4%	4%	0%&-2%&4%	1%&2%&-10%	0%&1%&1%	-2%&13%&-6%	-4%&3%&3%
O=C(O)c1ccccc1NC(=S)NC(NC(=O)c1ccccc1[N+](=O)[O-])C(Cl)(Cl)Cl (stereo unspecified)	3%	3%	4%	-21%	-1%	-1%	8%	?
CCOc1ccc(N2CC(C(=O)NCc3ccccc3)CC2=O)cc1 (stereo unspecified)	0%	-1%	9%	1%	0%	0%	-2%	11%
O=C1OCCN1C(=O)[C@H]1[C@H](c2ccc([N+](=O)[O-])cc2)C(c2ccc(F)cc2)=NN1c1ccc(Br)cc1	9%	11%	-3%	-12%	-4%	-3%	-12%	·
N#Cc1ccc(COC(=O)c2ccc(N3CCCC3)c([N+](=O)[O-])c2)cc1	-9%	-4%	-17%	?	-6%	-2%	-11%	-4%
COc1ccc(C(=O)NC(=S)Nc2ccccc2N2CCOCC2)cc1[N+](=O)[O-]	11%	-1%	-13%	-14%	-9%	-1%	5%	-9%
Cc1c(CC(=O)NCCc2ccccc2F)c(=O)oc2c(C)c3occ(C(C)(C)C)c3cc12	·	4%	·	4%	-3%	1%	·	·
CC(=O)C1=C(O)C(=O)N(Cc2ccco2)C1c1ccc(F)cc1 (stereo unspecified)	-2%	-1%	-1%	-13%	-7%	-3%	-12%	?
O=C(NCCN=C1NS(=O)(=O)c2ccccc21)c1ccco1	4%	3%	·	-5%	-2%	1%	-10%	3%
Cc1c(C(=O)OC/C(O)=C(\C#N)c2nc3ccccc3[nH]2)oc2ccccc12	81%[activator]	3%	·	-8%	?	2%	i	?
Cn1c(=O)c2ncn(CC(=O)Nc3ccc4c5c(cccc35)CC4)c2n(C)c1=O	24%	0%	-8%	?	-1%	1%	0%	-8%
COc1ccc(CNC(=O)C(Cc2ccccc2)NS(=O)(=O)c2ccc3c(c2)CCN3C(C)=O)cc1 (stereo unspecified)	·	-5%	·	-10%	-1%	-3%	·	·
CSc1nc(N)c2ncn([C@@H]3O[C@H](COP(=O)(O)OP(=O)(O)O)[C@H](O)[C@H]3O)c2n1	5%	6%	·	-7%	-9%	2%	-10%	-5%
O=C(O)CCCN1C(=O)/C(=C\c2ccc(-c3nc4ccccc4s3)o2)SC1=S	82%[activator]	-3%	3.5µM*	2.5µM*	?	-1%	?	?
COc1ccc(C(=O)Nc2nc3c(s2)CCCC3)cc1Cl	·	-8%	·	11%	?	3%	·	·
Cc1nc(-c2cccc(S(=O)(=O)N3CCC(C(=O)NCc4ccccc4Cl)CC3)c2)no1	·	-7%	·	-9%	6%	-2%	·	·
CCN(CC)S(=O)(=O)c1ccc(C(=O)Nc2cc3oc4ccccc4c3cc2OC)cc1	3%	4%[53 µM]	13%	?	-15%	-1%[53 µM]	-2%	?
CN(C)c1ccnc(Oc2ccc(F)cc2)c1C#N	-1%	-4%	2%	-7%	-4%	0%	-9%	-6%
C/C(CC(=O)Nc1ccccc1C)=N\NC(=O)Cc1csc(N)n1	9%	8%	5%	-19%	-7%	-1%	-6%	11%
CN(c1ccc(F)cc1)S(=O)(=O)c1ccc(Cl)c(C(=O)Nc2ccc3c(c2)CCC3)c1	2%	2%	5%	-4%	-7%	2%	32µM*	4%
COC(=O)C1=C(CN2CCCc3ccccc32)NC(=O)NC1c1ccc(F)cc1 (stereo unspecified)	5%	-11%	-9%	?	5%	-2%	-3%	?
O=C(Nc1cnc2ccccc2c1)N1CCCCC1	-1%	-5%	0%	-10%	0%	-2%	6%	?

As a working copy, part of the list above:
SMILES	GoLoco inh red	TRb SRC2 PPI	L3MBTL1 block	Tau ThT inhib	Tau FP inhib	TR SRC2 fluor cs	RECQ1 helicase	JMJD2E inh
NC(=O)[C@H]1CC2(CC(c3cccc(NC(=O)COc4ccc(Cl)cc4)c3)=NO2)CN1C(=O)C(c1ccccc1)c1ccccc1 (stereo partly specified)	7%	11%	·	-10%	-3%	0%	i	-8%
CCOc1ccc(NC(=O)c2cc(S(=O)(=O)N3CCN(c4ccccc4F)CC3)ccc2F)cc1	·	8%	·	3%	-15%	-2%	·	·

Next section
SMILES	GoLoco inh red	TRb SRC2 PPI	L3MBTL1 block	Tau ThT inhib	Tau FP inhib	TR SRC2 fluor cs	RECQ1 helicase	JMJD2E inh
CCOc1ccc(-c2cc(CCCC(=O)NCCc3ccc(OC)c(OC)c3OC)no2)cc1	3%	1%	6%	?	4%	-3%	i	5%
Cc1cc2c(cc1C)NC(CC(=O)Nc1ccccc1SC(F)(F)F)C(=O)N2 (stereo unspecified)	·	7%	·	-6%	7%	0%	·	·
Cc1nc(SCC(=O)Nc2c(C)n(C)n(-c3ccccc3)c2=O)n[nH]1	7%	-17%	-27%	-6%	-13%	2%	2%	-1%
COc1cc2c(cc1OC)CN(c1nc(CN3CCCCC3)nc3sc4c(c13)CCCC4)CC2	23%	3%	-23%	?	-3%	-2%	-4%	-8%
COc1cc(/C=C2\SC(=S)N(c3cccnc3)C2=O)ccc1O	-8%	0%	·	7%	-1%	5%	13%	8%

High-throughput results from PubChem.

Only part of the results is shown; rates above refer to the full screens.
